POLK inh: blocks human DNA polymerase kappa activity. Q9UBT6. purified Pol kappa, fluorescent DNA synthesis assay, 10 min. Potency, µM (series often up to 107 µM), for the others: at the top dose activity, negative = inhibition, actives largely listed as inhibitors. actives 0.53% (n = 400,000); note: potency is the fitted concentration of half-maximal effect; % is set by controls: 0 for no effect and ±100 for the full control effect
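First, compounds were pin-transferred onto 10 nM Pol kappa. After 15 min at room temperature, substrate was added to 50 nM final. Fluorescence was then measured kinetically at 0 and 10 min.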
BLM helicase inh: Bloom syndrome helicase (human) inhibition. P54132. recombinant BLM DNA unwinding, fluorescence dequenching. Potency, µM (series often up to 56.1 µM), for inactives: at the top dose activity change, negative = inhibition, usual class: inhibitors. actives 0.2% (n = 350,000). AID 2528;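 note: potency is the fitted concentration of half-maximal effect; plate controls were vehicle for no effect and no enzyme for full effect; nearly all actives have a fitted effect of over 35% in size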
Pol iota inh: inhibitors of human DNA polymerase iota. Q9UNA4. Pol iota fluorescent replication assay, 10 min. Potency, µM (doses to about 115 µM), for the others: at the top dose activity, negative = inhibition, hits mostly inhibitors. actives 1% (n = 390,000). AID 588590; note: potency is the fitted concentration of half-maximal effect
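Fluorescent replication assay read twice, at 0 min and 10 min after adding 50 nM (final) substrate. Enzyme (10 nM) and compounds were first incubated 15 min at room temperature; enzyme-free buffer wells were negative controls.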
POLH inh: blocks human DNA polymerase eta activity. Q9Y253. recombinant Pol eta, fluorescent DNA replication assay. Potency, µM (series often up to 114 µM), for inactives: top-dose activity change, negative = inhibition, hits mostly inhibitors. actives 1.2% (n = 390,000). AID 588591; note: potency is the fitted concentration of half-maximal effect; % is set by controls: 0 for no effect and ±100 for the full control effect
Target sequence (Q9Y253 whole entry, looked up): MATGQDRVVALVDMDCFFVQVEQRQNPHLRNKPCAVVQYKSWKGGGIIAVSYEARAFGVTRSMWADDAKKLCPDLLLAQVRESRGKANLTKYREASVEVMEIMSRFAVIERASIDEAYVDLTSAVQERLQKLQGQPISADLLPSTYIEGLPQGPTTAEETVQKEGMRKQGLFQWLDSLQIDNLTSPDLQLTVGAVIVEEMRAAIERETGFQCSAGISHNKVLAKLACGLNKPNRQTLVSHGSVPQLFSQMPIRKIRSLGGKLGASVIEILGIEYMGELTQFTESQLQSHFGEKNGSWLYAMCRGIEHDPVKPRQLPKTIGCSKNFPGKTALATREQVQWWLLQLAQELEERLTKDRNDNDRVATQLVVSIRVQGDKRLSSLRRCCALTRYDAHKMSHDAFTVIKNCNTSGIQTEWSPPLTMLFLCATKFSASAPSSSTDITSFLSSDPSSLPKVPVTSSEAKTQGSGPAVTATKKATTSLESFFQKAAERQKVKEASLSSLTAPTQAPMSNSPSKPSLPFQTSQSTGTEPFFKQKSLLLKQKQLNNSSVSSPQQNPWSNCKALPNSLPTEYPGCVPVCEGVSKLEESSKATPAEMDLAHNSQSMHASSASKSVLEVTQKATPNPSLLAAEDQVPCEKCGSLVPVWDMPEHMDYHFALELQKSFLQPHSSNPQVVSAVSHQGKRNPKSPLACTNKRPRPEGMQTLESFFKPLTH
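Fluorescent replication assay: 50 nM final substrate added after a 15 min room-temperature compound preincubation with 10 nM enzyme. Signal taken at 0 min and again at 10 min.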
Anesthetic bind: binds horse apoferritin like a general anesthetic. AID 485281. apoferritin/1-aminoanthracene competitive binding, fluorescence. Potency, µM (doses to about 77.5 µM), inactives show at the highest dose activity change, negative = displacement, actives largely listed as inhibitors. P02791. actives 0.074% (n = 350,000); note: potency is the fitted concentration of half-maximal effect; % is set by controls: 0 for no effect and ±100 for the full control effect; nearly all actives have a fitted effect of over 20% in size
Target sequence (P02791 2-175 limits assumed): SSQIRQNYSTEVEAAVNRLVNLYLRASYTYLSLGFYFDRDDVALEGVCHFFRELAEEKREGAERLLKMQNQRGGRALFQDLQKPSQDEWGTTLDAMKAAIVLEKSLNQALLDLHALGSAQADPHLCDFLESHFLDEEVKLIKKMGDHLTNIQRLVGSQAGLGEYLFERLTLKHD
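Steps: apoferritin (10 uM) was premixed with half-saturated 1-AMA in PBS, compounds were pin-transferred, plates stood 10 min at room temperature, fluorescence was read at 380/535 nm, and curves were fitted with a Hill equation.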
Tb PGK inh: T. brucei PGK inhibition. P07378. PGK/GAPDH coupled, Kinase-Glo luminescence, 60 min. actives 0.043% (n = 380,000). Potency, µM (highest dose often 57.5 µM), for inactives: top-dose activity change, negative = inhibition, usual class: inhibitors. AID 602233; note: potency is the fitted concentration of half-maximal effect; % is set by controls: 0 for no effect and ±100 for the full control effect; nearly all actives have a fitted effect of over 60% in size
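Recombinant glycosomal PGK reaction used 1,3-bisphosphoglycerate generated in-well by GAPDH (100nM final) in 100mM TEA pH 7.6, 5mM MgCl2, 0.01% Tween-20. After 60 minutes at room temperature, ATP was read by Kinase-Glo Plus luminescence end-point.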
APE1 inh: APE1 (human) endonuclease inhibition; actives 0.35% (n = 350,000); Potency, µM (series often up to 65.8 µM), for inactives: at the highest dose activity change, negative = inhibition, actives largely listed as inhibitors; recombinant APE1, TAMRA/BHQ-2 abasic DNA cleavage fluorescence; P27695; AID 2517;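 note: potency is the fitted concentration of half-maximal effect; plate controls were vehicle for no effect and reference inhibitor for full effect; nearly all actives have a fitted effect of over 55% in size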
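APE1 at 0.75 nM preincubated 15 min at room temperature with compound. Reaction then started with 50 nM double-stranded THF-abasic substrate labelled with TAMRA/BHQ-2, and 525/598 nm fluorescence read kinetically. Activity taken as third-minus-first read difference, normalized to DMSO and NSC13755 controls.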
RXFP1 antag: blocks the human relaxin receptor RXFP1. Q9HBX9. HEK293-RXFP1, relaxin-stimulated cAMP HTRF, 30 min; hits give low values. activity change, negative = inhibition, % at 57.5 µM. actives 0.59% (n = 350,000). AID 1259400;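 active = activity change of -60% or lower, but not beyond a set lower limit; inconclusive = change between -60% and -40%, or beyond the set limit; inactive = change above -40%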; note: % is set by controls: 0 for no effect and ±100 for the full control effect
POLB inh: blocks human DNA polymerase beta activity; P06746; Pol beta primer extension/strand displacement, fluorescence kinetic; Potency, µM (top dose mostly 114 µM), for inactives: top-dose activity change, negative = inhibition, hits mostly inhibitors; actives 1.3% (n = 340,000); AID 485314; note: potency is the fitted concentration of half-maximal effect; % is set by controls: 0 for no effect and ±100 for the full control effect
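Enzyme-only controls used 10 nM Pol beta; buffer lacking enzyme served as negative control. Compound preincubated 15 min, then 50 nM substrate added; 0 and 10 min reads at room temperature.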
An asterisk follows results filed as active; i = inactive; u = inconclusive; x = no result given; & = joins results of further samples; [ ] = dose if it differs, or a comment. Unless noted, calls come from the whole dose curve; as a rule, active = well fitted curve in the direction sought with a large enough effect; inconclusive = small, poorly fitted or top-dose-only effect, or another doubt; inactive = no such curve, though single readings can be large; an effect the other way counts as inactive or inconclusive.

cpd | canonical_smiles | POLK inh | BLM helicase inh | Pol iota inh | POLH inh | Anesthetic bind
1 | O=C(Nc1ccc(F)cc1)C1CCN(S(=O)(=O)c2ccc3[nH]c(=O)oc3c2)CC1 | -11% | 0% | -23% | -10% | -5%
2 | Nc1nc2nccc(-c3cccnc3)n2n1 | 4% | 0% | 4% | -8% | 1%
3 | Cn1cnnc1Sc1ccc(C(=O)NCCC(c2ccccc2)c2ccccc2)cc1[N+](=O)[O-] | -9% | -5% | 2% | -27% | -23%
4 | O=C(Cc1ccc2c(c1)CCCC2)Nc1ccc2ccccc2c1 | -6% | -4% | 10% | -18% | -14%
5 | Cc1cc(C)nc(SCc2ccc(C(=O)N/N=C3\CCCC(=O)C3)cc2)n1 | 1% | -8% | u | -12% | 0%
6 | CC(C)COc1ccc(-c2nonc2NC(=O)c2ccc(F)cc2)cc1 | -1% | 3% | -7% | 1% | -12%
7 | CCCN(Cc1cc2cc(C)ccc2[nH]c1=O)C(=O)c1cccc([N+](=O)[O-])c1 | -9% | -5% | -1% | -1% | -3%
8 | O=S(=O)(NCc1ccc(C(F)(F)F)cc1)c1ccc(-n2cnnn2)cc1 | 0% | 0% | 2% | -3% | -5%
9 | C[C@H](NC(=O)c1ccccc1Cl)C(=O)NCCc1ccc(S(N)(=O)=O)cc1 | 0% | -1% | 35%[activator] | -8% | 2%
10 | Cc1cc([N+](=O)[O-])nn1Cc1ccc(F)cc1 | -3% | -4% | 77%[activator] | -10% | u
11 | CCC(C)(C)C1CCc2[nH]nc(C(=O)NCC3CC3)c2C1 (stereo not given) | -2% | x | 25% | -25% | x
12 | CC(C)(C)C(=O)NC(NC(=S)Nc1ccc(S(N)(=O)=O)cc1)C(Cl)(Cl)Cl (stereo not given) | -5% | -3% | 8% | -9% | -1%
13 | CN(C)C(=O)N1CCC(C(=O)NCc2cccs2)CC1 | -3% | -7% | 1% | 4% | 6%
14 | Cc1nc(-c2cc(-c3ccc(Cl)cc3)no2)cs1 | 3%[60.1 µM] | -5% | 9% | -15% | -2%
15 | O=C(NCc1ccco1)c1ccc(CS(=O)(=O)Cc2ccc(Cl)cc2)o1 | -11% | -1% | -2% | -1% | -7%

cpd | Tb PGK inh | APE1 inh | RXFP1 antag | POLB inh
1 | -1% | 6% | -11 | 34%
2 | -8% | 1% | 10 | 12%
3 | i | 8% | 2 | 1%
4 | -1% | 1% | x | 20%
5 | -11% | 20% | -6 | -7%
6 | -3% | x | -9 | 23%
7 | -1% | 2% | 0 | -1%
8 | -5% | 38% | 2 | 49%
9 | -4% | 36%[12.4 µM] | -6 | -2%
10 | 3% | -1% | -15 | -23%
11 | 9% | 5% | x | x
12 | 2% | 0% | x | 24%
13 | -11% | 13% | -28 | 8%
14 | -7% | 6% | -2 | -1%
15 | -4% | u | -10 | 42%

Five entries picked at random from the list so far:
cpd | canonical_smiles | POLK inh | BLM helicase inh | Pol iota inh | POLH inh | Anesthetic bind
2 | Nc1nc2nccc(-c3cccnc3)n2n1 | 4% | 0% | 4% | -8% | 1%
6 | CC(C)COc1ccc(-c2nonc2NC(=O)c2ccc(F)cc2)cc1 | -1% | 3% | -7% | 1% | -12%
8 | O=S(=O)(NCc1ccc(C(F)(F)F)cc1)c1ccc(-n2cnnn2)cc1 | 0% | 0% | 2% | -3% | -5%
5 | Cc1cc(C)nc(SCc2ccc(C(=O)N/N=C3\CCCC(=O)C3)cc2)n1 | 1% | -8% | u | -12% | 0%
4 | O=C(Cc1ccc2c(c1)CCCC2)Nc1ccc2ccccc2c1 | -6% | -4% | 10% | -18% | -14%

cpd | Tb PGK inh | APE1 inh | RXFP1 antag | POLB inh
2 | -8% | 1% | 10 | 12%
6 | -3% | x | -9 | 23%
8 | -5% | 38% | 2 | 49%
5 | -11% | 20% | -6 | -7%
4 | -1% | 1% | x | 20%

Further entries:
cpd | canonical_smiles | POLK inh | BLM helicase inh | Pol iota inh | POLH inh | Anesthetic bind
16 | Cc1c(NC(=O)c2ccccc2)c(=O)n(-c2ccccc2)n1C | -1% | 3% | 23% | -5% | 4%
17 | S=c1[nH]nc(Cc2cccs2)n1-c1cccc2ccccc12 | -2% | 3% | 32% | 0% | -19%
18 | O=C(C1=C(O)C(=O)N(CCc2ccccc2)C1c1ccncc1)c1cc2ccccc2o1 (stereo not given) | -6% | -5% | u | u | -8%
19 | O=C(NCc1ccccc1F)C1CCN(S(=O)(=O)c2ccccc2)CC1 | 5% | 1% | -17% | -7% | 8%
20 | CN1C(=O)N(CC(=O)N2CCN(c3ccccc3F)CC2)C(=O)C12CCCCC2 | -12% | x | 17% | -7% | x
21 | COc1ccc(Br)cc1CNC(=O)CCc1nc(-c2ccc(C)cc2)no1 | -10% | -1% | 4% | -5% | -9%
22 | COc1cc(OC)cc(C(=O)N2CCN(c3ccccn3)CC2)c1 | -10% | 0% | 30%[activator] | -17% | 6%
23 | CCN(CC)c1ccc(S(=O)(=O)N2CCOCC2)cc1NC(=O)C1CC1 | -20% | x | -11% | -8% | x
24 | O=C1c2ccccc2-c2onc3ccc(N4CCCC4)c1c23 | -21% | 39%[activator] | 35µM* | u | u
25 | Cc1nc2c(c(C)c1CCC(=O)Nc1ccc(F)cc1)c(=O)n(C)c(=O)n2C | -12% | -6% | 40%[activator] | -13% | -2%
26 | Cc1nnc2n(-c3ccccc3)c(=O)c3ccccc3n12 | -18% | x | 18% | 3% | x
27 | CN(CC(=O)Nc1c(Cl)cccc1Cl)C(=O)C1CC(=O)N(Cc2ccccc2)C1 (stereo not given) | -9% | x | -9% | -2% | x
28 | CC(C)n1c(SCC(=O)Nc2nc3c(s2)CCCC3)nc2c1c(=O)n(C)c(=O)n2C | -6% | -1% | -3% | 2% | -4%
29 | CCOC(=O)C1CCCN(CCC(C)c2ccccc2)C1 (stereo not given) | -8% | 0% | -9%[58.9 µM] | -5% | 2%
30 | CCn1c(SCC(=O)N2CC(=O)Nc3ccccc32)nnc1-c1ccoc1C | -2% | -3% | 2% | -1% | -16%

cpd | Tb PGK inh | APE1 inh | RXFP1 antag | POLB inh
16 | -7% | 0% | -8 | -6%
17 | i | -6% | u | -2%
18 | 2% | 13% | 13 | 13%
19 | -5% | -20% | 2 | 41%
20 | i | -8% | -13 | x
21 | -9% | 8% | -10 | -1%
22 | -4% | 16% | 5 | 2%
23 | -7% | 31%[activator] | -12 | x
24 | -19% | 20µM* | -18 | 79µM*
25 | -9% | x | x | -1%
26 | -6% | x | -3 | x
27 | -1% | 11% | 6 | x
28 | -8% | -11% | 3 | 8%
29 | -6% | 0% | -16 | 11%
30 | -3% | 0% | -11 | 10%

The listing continues.
cpd | canonical_smiles | POLK inh | BLM helicase inh | Pol iota inh | POLH inh | Anesthetic bind
31 | CCCC12CN3CC(CCC)(CN(C1)C3c1c[nH]c3ccccc13)C2=O (stereo not given) | -8%[60.1 µM] | 1% | 1% | -14% | -9%
32 | CCn1nnnc1SCC(=O)N1CCCc2ccccc21 | 15% | -1% | -6% | -4% | -16%
33 | COc1ccccc1C(=O)NCC1CCN(c2ccc(S(=O)(=O)N3CCOCC3)cc2)CC1 | -9% | 0% | 1% | -11% | -4%
34 | COc1ccc2[nH]c3c(=S)nc[nH]c3c2c1 | -2% | 1% | -15% | -18% | -3%
35 | CCOc1ccccc1CN1CCNC(=O)C1CC(=O)N(C)C1CCOCC1 (stereo not given) | 5% | 1% | 17% | -12% | -8%
36 | CCc1ccccc1NC(=O)CCCN1C(=O)COc2ccc(C)cc21 | 6% | -1% | 17% | x | -4%
37 | NS(=O)(=O)c1cc2c(cc1Cl)NC(Cc1ccccc1)NS2(=O)=O (stereo not given) | -12% | -4% | 10% | -16% | 1%
38 | CC(N)C12CC3CC(CC(C3)C1)C2 (stereo not given) | 16%[60.1 µM] | 1%&-7%&-1%&-9% | -9%[58.9 µM] | -8%&-6% | -7%&1%&-2%&-7%
39 | CCCCc1nnc(NC(=O)C2CCCO2)s1 (stereo not given) | -1% | 1% | u | 1% | 2%
40 | Cc1ccc(S(=O)(=O)N/N=C/c2cn(C)nc2C)cc1 | -6% | 0% | 22% | -8% | -8%
41 | Cc1ccc(NC(=O)CSc2nc(=O)n(CCN3CCOCC3)c3c2CCC3)cc1Cl | -4%[60.1 µM] | 0% | 17% | -2% | -5%
42 | CCn1c(C)nc2cc(C(=O)NNC(=S)Nc3ccc(Cl)cc3Cl)ccc21 | -3% | 2% | -7% | -9% | -1%
43 | CC(OC(=O)CCCc1c[nH]c2ccccc12)C(=O)Nc1ccc(S(N)(=O)=O)cc1 (stereo not given) | -2% | x | 58%[activator] | -23% | x
44 | CCc1nc2sc(C(=O)O)c(N)c2c2c1CCCC2 | 4% | 2% | 2% | -18% | 2%
45 | Cc1ccc(-n2c(C)c3c(C)nnc(C)c3c2C)cc1 | x | -1% | x | x | -6%
46 | CCCN1CCN(c2nnc(-n3cccc3C(=O)Nc3cc(Cl)ccc3C)s2)CC1 | -3% | -2% | -2% | -5% | -8%
47 | Cc1nn2c(NCc3ccccn3)c3c(nc2c1-c1ccccc1)CCC3 | -1% | -9% | 13% | 8% | -7%

cpd | Tb PGK inh | APE1 inh | RXFP1 antag | POLB inh
31 | -3% | x | -9 | u
32 | i | 2% | -10 | -2%
33 | x | -2% | -10 | -3%
34 | -13% | 1% | 9 | -21%
35 | -2% | 39% | 2 | 28%
36 | x | x | -2 | 36%
37 | -4% | -8% | 0 | 5%
38 | -4%&5% | -3%&-11%&-3%&-2% | 1&10 | -2%&-9%
39 | -6% | -5% | 13 | 7%
40 | 7% | -1% | -11 | -2%
41 | i | x | 3 | -9%
42 | -2% | 8% | 12 | -19%
43 | 0% | -2% | -6 | x
44 | -3% | 8% | 1 | -11%
45 | x | 3% | x | 5%
46 | 11% | x | -8 | 4%
47 | 1% | 6% | -10 | 2%

This is a subset; count on the stated rates, not on these rows.
